Wee1 stabilizer – human Wee1 degradation inhibition, primary screen. actives 1.2% (n = 220,000). reporter increase, % at 5 µM. AID 1321. HeLa Luc-Wee1K328M stability, luciferase luminescence; 100% = proteasome inhibitor MG132 effect. P30291;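 active = activation above the mean of all tested compounds plus 3 SD, set per screening run, cut at about 8.8% in these data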;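 also: cells exposed to compound for 20 h before luminescence read; 0% = DMSO alone and 100% = MG132 at 30 µM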
Target sequence (P30291 whole entry K328M): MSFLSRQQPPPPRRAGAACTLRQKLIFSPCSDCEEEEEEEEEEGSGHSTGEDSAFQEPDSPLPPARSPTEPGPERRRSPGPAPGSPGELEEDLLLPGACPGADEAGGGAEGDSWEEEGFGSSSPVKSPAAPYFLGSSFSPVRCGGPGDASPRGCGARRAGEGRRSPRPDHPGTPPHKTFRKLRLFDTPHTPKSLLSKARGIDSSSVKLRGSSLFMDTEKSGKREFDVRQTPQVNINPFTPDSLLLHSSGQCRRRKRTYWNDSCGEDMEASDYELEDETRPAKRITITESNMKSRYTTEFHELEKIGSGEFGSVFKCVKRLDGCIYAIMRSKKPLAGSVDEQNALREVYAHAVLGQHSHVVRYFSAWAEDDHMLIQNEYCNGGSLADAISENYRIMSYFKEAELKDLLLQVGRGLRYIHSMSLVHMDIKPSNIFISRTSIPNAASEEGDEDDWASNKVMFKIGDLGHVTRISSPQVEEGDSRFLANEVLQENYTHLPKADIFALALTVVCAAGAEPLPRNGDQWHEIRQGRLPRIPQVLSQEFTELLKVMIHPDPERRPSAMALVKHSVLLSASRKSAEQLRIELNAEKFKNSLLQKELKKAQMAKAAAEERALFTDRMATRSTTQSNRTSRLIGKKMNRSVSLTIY
RBBP9 inhibitor – inhibitors of human serine hydrolase RBBP9; O75884; recombinant RBBP9, FP-Rh probe fluorescence polarization; inhibition, % at 7.94 µM; actives 0.2% (n = 220,000);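 active = inhibition above the campaign mean of all tested compounds plus 3 SD, cut at about 14% in these data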;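 also: plate controls were DMSO wells with RBBP9 for no effect and wells lacking RBBP9 protein for full effect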
Target sequence (O75884 whole entry, looked up): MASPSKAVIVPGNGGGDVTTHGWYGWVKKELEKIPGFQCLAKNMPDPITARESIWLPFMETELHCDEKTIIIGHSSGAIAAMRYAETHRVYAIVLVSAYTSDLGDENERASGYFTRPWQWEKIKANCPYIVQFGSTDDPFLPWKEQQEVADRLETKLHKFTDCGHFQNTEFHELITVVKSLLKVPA
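Controls: DMSO-treated enzyme wells and wells lacking RBBP9 | Material: RBBP9 protein | Technique: Fluorescence polarization | Replication: Single well per compound, no replicates | Buffer or medium: Tris-NaCl-Pluronic buffer, pH 8.0 | Timing: 30 min compound preincubation, 45 min probe labeling, 25 °C | Read-out basis: Percent inhibition from mP, scaled between DMSO and no-protein wells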
TRPML3 agonist – human mucolipin-3 channel agonism | actives 0.29% (n = 220,000) | activation, % at 3 µM | HEK293 TRPML3-YFP, Fluo-8 calcium fluorescence; 100% = the carbachol control signal | AID 1448;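 active = activation above its plate's cutoff, the mean activation of the plate's test wells plus 3 SD, cut at about 12% in these data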;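 also: 0% = DMSO only wells and 100% = carbachol wells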
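Test system: TRPML3-YFP stable HEK293 cells. Doses: single point at 3 µM. Incubation: dye loading 1 h 37 °C then 30 min ambient, 125 s read. Signal: Fluo-8 calcium dye fluorescence, ex 470-495, em 515-575 nm. Measure: percent activation from peak-to-basal fluorescence ratio, scaled between DMSO and carbachol.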
PPC-1+TRAIL kill – kills PPC-1 cancer cells in the presence of TRAIL. PPC-1 cells + TRAIL, ATPLite viability luminescence. cell killing (% activity), % at 4 µM. actives 0.41% (n = 220,000). AID 1443;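 active = cell killing above 50% in the first pass at 4 µM, then a duplicate retest at 5 µM averaging 50% or more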;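 also: plate controls were cells with TRAIL plus DMSO for no effect and medium-only wells lacking cells for full effect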
Ba/F3 V617F tox – reduce viability of Ba/F3 cells dependent on JAK2V617F; Ba/F3 EpoR-JAK2V617F viability, ATP luminescence; inhibition, % at 5.6 µM; actives 1.1% (n = 220,000);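 active = inhibition above the campaign mean plus 3 SD over all tested compounds, cut at about 24% in these data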;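 also: cytokine-independent growth of Ba/F3 cells driven by EpoR plus mutant JAK2; 0% = DMSO-treated cells and 100% = JAK inhibitor I control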
CHOP inhibitor – inhibitors of CHOP induction in ER stress response; CHO-K1 CHOP-promoter luciferase, tunicamycin-induced, 15-18 h; inhibition, % at 10 µM; actives 3.8% (n = 220,000); AID 2732;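 active = compounds that reduced the stress-induced luciferase reporter signal by more than about 70% of percent inhibition, limit read from the data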;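 also: 0% = tunicamycin plus vehicle and 100% = wells without tunicamycin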
BaF3 parental – reduces parental Ba/F3 cell viability, JAK2V617F counter-screen; CellTiter-Glo ATP luminescence; inhibition, % at 5.6 µM; actives 1.1% (n = 220,000);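 active = inhibition above a per-campaign cutoff, the mean inhibition of all tested compounds plus 3 SD, cut at about 27% in these data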;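 also: 0% = DMSO wells and 100% = JAK Inhibitor I control wells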
TNF necrop inh – blocks TNF-alpha induced death of Jurkat FADD-/- cells; actives 0.068% (n = 220,000); Jurkat FADD-/- TNF necroptosis rescue, ATP luminescence, 24 h; 0 = TNF only, 100 = no-TNF cells; activation (protection from cell death), % at 10 µM;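 active = activation, meaning protection from cell death, of at least 50% relative to plate controls; inactive = activation below 50%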;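 also: necroptosis triggered by 40 ng/mL TNF-alpha added together with compound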
TRPN1 ag – zebrafish TRPN1 (NompC) channel agonism; HEK293 zebrafish TRPN1-YFP, Fluo-8 calcium fluorescence; 100% = response to 87 µM carbachol; activation, % at 3 µM; actives 0.18% (n = 220,000); AID 1424;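 active = activation above its plate's cutoff, the mean activation of test wells on that plate plus 3 SD, cut at about 19% in these data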;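 also: 0% = DMSO alone and 100% = 87 µM carbachol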
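Assay system: Zebrafish TRPN1-YFP in HEK293 cells | Incubation: Dye loading 1 h at 37 °C, then 30 min room temperature | Measured by: Kinetic Fluo-8 fluorescence, ex 470-495, em 515-575 nm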
* marks the source's active call; other numbers are inactive results; · = not tested or not shown. No enrichment for hits; 6.8% or so of the library scored in one or more.

The first 2 compounds (preview)
SMILES	Wee1 stabilizer	RBBP9 inhibitor	TRPML3 agonist	PPC-1+TRAIL kill	Ba/F3 V617F tox	CHOP inhibitor	BaF3 parental	TNF necrop inh	TRPN1 ag
CC(=O)Nc1ccc(S(=O)(=O)NC(C(=O)O)C2=CCC=CC2)cc1 (stereo not given)	-1.3	-3.0	0.6	8.8	-3.5	5.0	-1.6	-1.7	0.2
O/N=C/c1ccc2cccc(O)c2n1	-2.7	-10.7	0.1	8.3	-0.4	12.7	0.5	0.7	-0.4

The listing, previewed entries included:
SMILES	Wee1 stabilizer	RBBP9 inhibitor	TRPML3 agonist	PPC-1+TRAIL kill	Ba/F3 V617F tox	CHOP inhibitor	BaF3 parental	TNF necrop inh	TRPN1 ag
CC(=O)Nc1ccc(S(=O)(=O)NC(C(=O)O)C2=CCC=CC2)cc1 (stereo not given)	-1.3	-3.0	0.6	8.8	-3.5	5.0	-1.6	-1.7	0.2
O/N=C/c1ccc2cccc(O)c2n1	-2.7	-10.7	0.1	8.3	-0.4	12.7	0.5	0.7	-0.4
CC(c1ccc(F)cc1)n1c(-c2cccs2)n[nH]c1=S (stereo not given)	-0.6	-13.3	-0.7	20.0	6.7	1.7	5.0	0.6	-1.0
COC(=O)CN(c1cc([N+](=O)[O-])ccc1OC)S(C)(=O)=O	-0.7	-3.8	1.3	16.9	0.2	23.3	7.0	-0.1	1.2
CNC(=O)NC(=O)C(C)OC(=O)CCCc1nc2ccccc2s1 (stereo not given)	5.7	0.2	0.2	4.9	5.8	1.9	9.0	0.0	0.4
COc1ccc(Nc2ccc(N3C(=O)CCCC3=O)cc2[N+](=O)[O-])cc1OC	2.0	5.5	0.5	0.8	-5.5	5.6	-2.6	0.0	-0.8
Cc1ccccc1NC(=O)CSC1=C(C#N)C(c2ccsc2)CC(=O)N1 (stereo not given)	2.6	-8.4	2.2	27.8	-1.2	-14.7	3.3	-0.8	1.1
CC(C)C(c1nnnn1CCc1ccccc1)N1CCSCC1 (stereo not given)	-2.8	0.9	2.3	·	0.8	-3.5	9.7	1.1	0.0
CCOCCCNC(=O)C(c1ccc(Cl)cc1)N(Cc1cccs1)C(=O)CNC(C)=O (stereo not given)	-0.7	-7.6	0.8	20.8	3.4	-9.1	3.7	-0.1	0.6
COc1cccc(C2C(C(=O)Nc3ccc(C)cc3C)=C(C)Nc3ncnn32)c1OC (stereo not given)	-0.6	-5.3	0.3	-4.6	-0.1	·	2.2	-3.1	0.8
O=C(CNC(=S)N(Cc1ccccc1)Cc1ccccc1F)NCCc1ccccc1	-3.1	-10.8	-0.1	17.5	6.3	35.2	7.4	0.6	-0.3
O=C(COC(=O)/C=C/c1ccco1)Nc1ncc(Cl)cc1Cl	-2.8	-6.3	0.6	3.4	-3.6	-4.0	3.8	3.0	1.0
CCn1c(SCC(=O)c2ccccc2)nc2sc3c(c2c1=O)CCN(C)C3	-3.6	-15.7	1.0	7.2	-2.1	18.0	-0.8	-1.5	1.9
CCN(CC)CCN(C(=O)c1ccc(Br)s1)c1nc2cc3c(cc2s1)OCCO3	2.1	-8.8	0.7	7.2	3.6	-5.1	4.4	-0.8	-1.4
Clc1ccc(-c2noc(CCCc3ccccc3)n2)cc1	-0.6	-2.7	0.3	21.3	0.1	29.2	4.3	1.0	1.2
O=C(NCc1ccncc1)c1nnc(Cc2c(F)cccc2Cl)o1	-1.6	-5.6	0.4	-4.7	0.5	6.8	4.1	-0.5	0.6
Oc1c(CN2CCCCC2)cc(COCc2ccccc2)c2cccnc12	-3.4	3.4	-0.9	15.3	88.6*	·	98.9*	-14.7	0.1
COc1ccc(CCNC(=O)CN(c2ccccc2OC)S(C)(=O)=O)cc1	-2.7	-6.3	0.5	3.5	-4.0	23.9	4.3	-1.9	1.7
Oc1ccc(Cl)cc1Cc1cc(Cl)ccc1O	4.8	-18.2	-0.9	30.4	4.4	60.8	7.9	0.5	1.1
N#CC(C#N)=C1C=CC=CN1/C(=C\c1ccco1)C(=O)c1ccccc1	7.1	2.1	1.6	6.7	91.9*	110.2*	71.4*	7.4	2.2
CC(=O)c1ccc(N2CCN(C(=O)Cn3c(=S)[nH]c4ncccc4c3=O)CC2)cc1	-1.7	2.5	0.5	12.5	0.7	0.0	5.8	0.2	-0.2
COc1ccc(Cl)cc1NC(=O)C/C(C)=N/NC(=O)Cc1ccccc1	-2.6	-2.0	0.5	-3.5	-1.4	18.5	-2.7	1.2	-0.4
O=C(Nc1nccs1)c1ccc(CSc2nnnn2-c2ccccc2)cc1	4.3	-6.3	-0.3	16.5	-0.3	18.5	2.4	14.4	-0.1
COc1ccc2nc(NC(=O)CSc3nccc(C)n3)sc2c1	-1.0	-4.6	0.7	34.7	-1.4	24.7	6.7	1.2	2.0
CSc1nnc(C)c(=O)n1COC(=O)COc1ccccc1F	0.0	-10.6	1.1	15.1	-2.3	12.5	2.0	0.3	1.0
Cc1ccc(CN2CCN(/N=C/c3cc(Br)cc(Br)c3O)CC2)cc1	-2.0	1.6	1.1	29.1	-4.2	-18.3	2.8	1.0	0.6
CN(C(=O)c1ccc(C#N)cc1)c1nnc(-c2cnccn2)s1	-3.5	-9.2	1.1	-6.7	-1.3	-8.7	-5.3	0.4	2.6
COc1cc(NS(=O)(=O)c2ccc(Br)cc2)c(OC)cc1NC(=O)c1ccco1	1.3	-8.0	-1.3	24.2	2.7	57.3	2.2	-3.2	-0.8
COc1ccc(-c2cc(C(=O)N3CCN(c4ccccc4)CC3)c3ccccc3n2)cc1OC	-0.8	-1.5	-0.8	32.1	-1.3	12.4	1.8	-9.8	-1.2
O=S(=O)(c1ccc(F)c(F)c1F)N1CCN(C(=S)NCc2ccccc2)CC1	0.5	-7.4	0.2	5.3	-0.2	32.0	3.4	0.8	1.4
CN(C)C(=O)CN1CCN(c2nc3nonc3nc2N2CCCCC2)CC1	0.3	-2.3	0.7	-3.2	-2.6	14.6	3.8	0.7	0.1
c1ccc2c(c1)nc(N1CCOCC1)c1nncn12	-1.9	5.2	0.2	-17.6	0.3	20.8	2.7	0.7	0.0
CCC(C)NC(=O)C1c2cc(OC)c(OC)cc2C(=O)N(C)C1c1ccc(OC)cc1 (stereo not given)	-1.7	-2.1	0.6	9.3	-0.4	-0.6	1.1	1.2	0.9
O=S1(=O)N=C2CCCN2C(c2ccc(F)cc2)N1 (stereo not given)	-1.3	-4.3	0.4	15.3	4.9	-14.0	5.2	0.3	0.6
COC(=O)CN(c1ccccc1[N+](=O)[O-])S(=O)(=O)c1ccccc1	-2.7	-0.1	-0.1	24.0	-4.9	-0.1	-0.3	-0.7	0.0
CCOC(=O)/C=C1\CC(=O)Nc2cc(C)c(C)cc2N1	1.2	-3.9	0.7	8.2	-2.4	17.9	0.9	-1.4	-0.3
CCOC(=O)C1=C(C)NC(=S)NC1c1cccs1 (stereo not given)	2.2	-2.7	0.3	14.2	0.3	0.7	3.9	1.4	-0.4
CCCN1C(=O)S/C(=C/c2ccc(N3CCOCC3)o2)C1=O	3.8	14.5*	4.1	15.4	-3.0	-62.5	-1.3	2.5	10.0
CCOC(=O)CSc1nc2sc(C)c(C)c2c(=O)n1N	-1.9	-9.6	0.4	6.3	1.1	19.3	4.8	0.0	0.8
Cn1cc(SCC(=O)Nc2nc3ccccc3s2)c2ccccc21	-1.0	1.8	-0.5	8.5	-2.1	71.1*	1.3	20.0	-1.0
COC(=O)c1ccc(CSc2nc3ccc(Cl)cc3[nH]2)o1	-1.8	4.9	-1.1	-13.3	-0.1	17.2	3.9	19.2	-3.1
COc1cc(C)ccc1OCCOCCOc1cc(C)c(C)cc1Br	3.1	-5.4	-0.1	10.3	-3.2	2.6	3.7	0.7	-0.6
COc1ccc(OCCC(=O)OCC(=O)NCc2ccccc2)cc1	0.6	-0.8	-0.3	21.6	-3.2	1.8	-0.9	1.8	-1.1
COC(=O)C1=C(NC(=O)c2cccc(OC)c2)CCS1	-1.3	-2.3	-1.3	-2.3	-2.5	30.4	0.4	0.3	-0.8
CN(CCCN1CCOCC1)Cc1cn(C)nc1-c1ccccc1F	6.6	6.5	0.9	20.9	-0.3	0.9	8.9	1.1	0.6
COc1ccc(/C(C)=N/NC(=S)Nc2cc(C)ccc2C)cc1	-2.5	-3.2	0.1	-14.8	1.8	45.2	4.6	-2.4	-0.8
CCCCC(NC(C)=O)c1nc2ccccc2n1CCC (stereo not given)	6.2	-1.8	-0.5	4.6	-3.5	7.0	-0.9	-0.2	-0.7
Cc1cc(NC(=O)CN2CCN(c3ncccn3)CC2)no1	-2.8	-7.5	0.7	4.0	-1.9	26.7	3.7	-0.5	0.0
CC1=NN(Cc2ccccc2)C(=O)/C1=C/c1ccc(N(C)C)cc1	1.1	0.9	-2.1	6.6	-2.6	-20.9	0.5	-3.4	-3.6
Nc1ccc2nc(CCCO)[nH]c2c1	-2.3	-0.7	1.1	19.1	-3.4	-20.6	-6.8	0.7	0.9

Additional results.
SMILES	Wee1 stabilizer	RBBP9 inhibitor	TRPML3 agonist	PPC-1+TRAIL kill	Ba/F3 V617F tox	CHOP inhibitor	BaF3 parental	TNF necrop inh	TRPN1 ag
Cc1cc(NC(=O)CSc2nnc(-c3ccc(S(=O)(=O)N4CCCC4)cc3)n2C)no1	0.8	-3.2	0.0	-7.5	0.5	-1.6	4.9	0.5	0.2
COC(=O)c1ccccc1NC(=O)CSc1nnnn1-c1ccc(C)cc1C	-2.0	-3.9	0.4	33.8	-4.6	26.5	2.2	-0.9	-0.8
O=C(Nc1nccs1)c1ccc(Cl)c(S(=O)(=O)N2CCCCC2)c1	1.6	1.6	3.1	6.5	0.9	4.8	11.7	1.0	10.3
O=C(O)COCC(=O)NC1CCN(Cc2ccccc2)CC1	-1.1	-0.5	0.2	20.9	-4.4	-3.2	5.8	0.4	-1.3
Cc1[nH]c2ccccc2c1N=Nc1ccc(F)cc1	-0.2	-7.5	0.9	10.2	0.2	90.0*	7.5	1.6	-0.6
CC(CCc1ccccc1)NC(=O)/C=C/c1ccccc1 (stereo not given)	0.0	5.5	-1.0	-8.3	-3.2	-1.7	-1.2	-0.5	-1.1
Cc1ccc(NC(=O)N2CCN(c3ncccc3C(F)(F)F)CC2)cc1	7.1	-1.5	-0.2	7.0	1.0	-3.8	3.0	0.8	0.0
COC(=O)Cc1c(O)ccn(Cc2ccc(OC)c(OC)c2)c1=O	1.6	-8.3	1.7	13.9	1.4	-12.3	6.2	-0.6	0.4
COCC(C)n1c(C)cc(C(=O)CSc2nnnn2-c2ccc(O)cc2)c1C (stereo not given)	-1.7	-4.4	0.2	28.0	3.4	18.7	0.1	0.0	1.7
C=CCn1c(-c2cccc(OC)c2)n[nH]c1=S	5.2	3.8	0.0	13.9	-2.5	5.1	3.6	0.5	0.1
